Yeast lifespan up = extends the lifespan of yeast | S. cerevisiae growth with nicotinamide, OD615; deaD strain in restrictive glucose medium | inhibition of the nicotinamide effect, % at 10 µM | hit rate 0.68% among 130,000 | AID 775;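 active = inhibition above a set limit, placed 3 SD over the median of all compounds, cut at about 26% in these data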;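 also: 0% = nicotinamide-treated wells and 100% = cells grown without nicotinamide; some compounds called inactive have numbers as strong as hits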
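Buffer or medium: CSMM-D glucose medium, restrictive; test system: modified budding yeast, DeaD strain; compound: single dose 10 µM compound, 0.25% DMSO; schedule: culture preincubation 4 h, compound exposure 48 h, both 30 °C; detection: optical density (absorbance) at 615 nm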
BB579 growth dn = chemicals that inhibit yeast BB579 growth in restrictive medium (lifespan-shortening candidates); S. cerevisiae BB579 growth, OD615, 48 h; inhibition, % at 10 µM; hit rate 0.51% among 140,000; AID 804;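 active = inhibition above a set limit, 3 SD over the mean compound inhibition, cut at about 44% in these data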; also: inactives centre near -24
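System: Saccharomyces cerevisiae DeaD strain BB579, replicative lifespan model yeast | Buffer or medium: Restrictive glucose-based CSMM-D medium | Times: 4 h preincubation and 48 h exposure at 30 °C | Detection: OD615 turbidity measurement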
E-sel TNF inh = TNF alpha driven E-selectin expression inhibition; hit rate 0.71% among 120,000; inhibition, % at 2 µM; HUVEC TNFa-induced E-selectin immunofluorescence, high content; AID 1246;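 active = inhibition above the batch mean plus 3 SD, and confirmed as a hit on visual image review, cut at about 43% in these data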;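 also: 0% = TNF-stimulated DMSO wells and 100% = unstimulated control wells; not every result past the cut was called active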
Phagocyt inh = macrophage phagocytosis inhibition. J774A.1 macrophage IgG-bead phagocytosis, imaging. inhibition, % at 5 µM. hit rate 0.07% among 110,000;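 active = inhibition above the mean of the plate negative controls plus 5 SD, cut at about 13% in these data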;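 also: phagocytic index as fraction of beads internalized from green versus red external bead signal; plate controls were DMSO negative control for no effect and cytochalasin-D positive control for full effect; some results beyond the cut were filed as inactive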
MRP1 act = activates MRP-1. H69AR cells + doxorubicin, viability rescue, CellTiter-Glo. viability increase, % at 10 µM. hit rate 0.61% among 140,000. AID 799;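 active = viability gain under doxorubicin at or above a set limit, the compound median plus 3 SD, cut at about 4.7% in these data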;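 also: MRP-1 overexpressing cells given doxorubicin 25 µM after compound pretreatment; 18-22 h compound pretreatment then 72 h with doxorubicin before readout; 0% = doxorubicin-only wells and 100% = vehicle-treated cells without doxorubicin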
HCT116 bCat-KO = beta-catenin-lacking colon tumor cell growth suppression; HCT116 beta-catenin knockout viability, CellTiter-Glo, 60 h; stronger effect = lower value; AID 818; hit rate 1.5% among 140,000; viability, % at 10 µM;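 active = viability at or under a set limit, the compound median less 4 SD, cut at about 6% in these data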;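 also: 0% = Hyamine 1622 control at 20 µM and 100% = untreated cell control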
NPY-Y2 antag = NPY-Y2 (human) receptor antagonism; P49146; NPY-Y2 expressing cells, antagonist mode; inhibition, % at 2.7 µM; hit rate 0.99% among 140,000; in the data active = inhibition above about 17%;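 also: 0% = vehicle with agonist challenge and 100% = reference antagonist with challenge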
Target sequence (P49146 whole entry, looked up): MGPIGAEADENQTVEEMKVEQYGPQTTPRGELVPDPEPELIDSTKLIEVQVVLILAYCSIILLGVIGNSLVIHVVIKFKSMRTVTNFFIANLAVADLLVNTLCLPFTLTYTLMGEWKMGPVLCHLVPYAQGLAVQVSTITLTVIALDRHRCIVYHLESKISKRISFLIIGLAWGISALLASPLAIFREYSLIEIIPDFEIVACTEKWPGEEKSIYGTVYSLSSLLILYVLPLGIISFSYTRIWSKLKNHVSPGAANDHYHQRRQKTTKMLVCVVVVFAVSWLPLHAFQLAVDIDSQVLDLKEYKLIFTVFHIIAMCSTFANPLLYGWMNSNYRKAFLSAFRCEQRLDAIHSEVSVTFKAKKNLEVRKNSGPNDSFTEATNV
HCT116 PTEN-null = PTEN-deleted cell growth suppression; viability, % at 10 µM; HCT116 PTEN-null viability, CellTiter-Glo, 60 h; stronger effect = lower value; hit rate 1.2% among 140,000;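 active = viability at or below a set limit, 4 SD under the median of all tested compounds, cut at about 3.7% in these data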;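 also: PTEN knockout HCT116 line with beta catenin targeted HCT116 as companion control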
Measles CPE = protection of cells from measles virus; Measles virus-infected cells, CPE protection, absorbance; protection (pct of control), % at 4 µM; hit rate 1.5% among 140,000; AID 841; in the data active = protection mostly above about 24%, no sharp cut-off; inactive = mostly below about 26%; also: some compounds called inactive have numbers as strong as hits
GALR2 antag = GALR2 (human) receptor antagonism; GALR2-expressing cells, antagonist mode; inhibition, % at 4 µM; hit rate 0.39% among 140,000; AID 828; in the data active = inhibition above about 27%;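 also: cells stimulated with galanin 1-16 at roughly its EC80; 0% = agonist challenge control and 100% = basal control without agonist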
Target sequence (O43603 whole entry, looked up): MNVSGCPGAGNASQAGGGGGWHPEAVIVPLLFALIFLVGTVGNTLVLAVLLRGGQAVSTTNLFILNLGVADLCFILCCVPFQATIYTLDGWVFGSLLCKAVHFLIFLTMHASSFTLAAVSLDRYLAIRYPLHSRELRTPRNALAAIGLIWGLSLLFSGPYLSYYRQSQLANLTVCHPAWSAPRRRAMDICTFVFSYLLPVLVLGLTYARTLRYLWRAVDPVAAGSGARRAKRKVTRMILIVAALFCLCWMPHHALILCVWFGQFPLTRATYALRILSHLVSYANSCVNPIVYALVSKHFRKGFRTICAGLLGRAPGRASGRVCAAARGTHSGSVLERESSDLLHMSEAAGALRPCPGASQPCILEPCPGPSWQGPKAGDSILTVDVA
* marks the source's active call; other numbers are inactive results.

What do the screens show for `CCc1ccc(C(=O)CCC2CCCCC2=O)cc1` (centres undefined)?
Yeast lifespan up: -3; BB579 growth dn: -7; E-sel TNF inh: -8; Phagocyt inh: -1; MRP1 act: 1.5; HCT116 bCat-KO: 86; NPY-Y2 antag: 4; HCT116 PTEN-null: 85; Measles CPE: 18; GALR2 antag: -1

What do the screens show for `CCn1c(=O)c(C(=O)NNS(=O)(=O)c2ccc(C)cc2)c(O)c2ccccc21`?
Yeast lifespan up: 32*; BB579 growth dn: -15; E-sel TNF inh: -14; Phagocyt inh: -14; MRP1 act: -0.7; HCT116 bCat-KO: 97; NPY-Y2 antag: 9; HCT116 PTEN-null: 96; Measles CPE: 31; GALR2 antag: 6

How did CCc1cc(=O)oc2cc(OCC(N)=O)c(Cl)cc12 do in these assays?
Yeast lifespan up: 27; BB579 growth dn: -36; E-sel TNF inh: 6; Phagocyt inh: -1; MRP1 act: 0.1; HCT116 bCat-KO: 100; NPY-Y2 antag: 3; HCT116 PTEN-null: 107; Measles CPE: 17; GALR2 antag: -20

What do the screens show for `CC(C)CCN1C(=O)c2ccc(C(=O)OCn3nnc4ccccc4c3=O)cc2C1=O`?
Yeast lifespan up: -8; BB579 growth dn: -63; MRP1 act: -1.2; HCT116 bCat-KO: 110; NPY-Y2 antag: 0; HCT116 PTEN-null: 100; Measles CPE: 5; GALR2 antag: -6

What do the screens show for `COc1ccccc1NC(=O)CN(Cc1ccco1)C(=O)c1cccs1`?
Yeast lifespan up: -8; BB579 growth dn: -16; E-sel TNF inh: -8; Phagocyt inh: 1; MRP1 act: -1.9; HCT116 bCat-KO: 88; NPY-Y2 antag: 5; HCT116 PTEN-null: 87; Measles CPE: 11; GALR2 antag: 7

How did C=CCC1c2cccc(C(=O)O)c2C(=O)N1c1cccc(C)c1 (centres undefined) do in these assays?
Yeast lifespan up: -5; BB579 growth dn: 62*; E-sel TNF inh: 8; Phagocyt inh: -2; MRP1 act: -2.8; HCT116 bCat-KO: 93; NPY-Y2 antag: 1; HCT116 PTEN-null: 90; Measles CPE: 0; GALR2 antag: -7

Results for Fc1ccccc1-c1nc(NCCCN2CCOCC2)c2ccccc2n1 ?
Yeast lifespan up: 3; BB579 growth dn: -8; E-sel TNF inh: -18; Phagocyt inh: -3; MRP1 act: -3.2; HCT116 bCat-KO: 79; NPY-Y2 antag: 2; HCT116 PTEN-null: 84; Measles CPE: 5; GALR2 antag: -10

Results for COc1ccc2c(c1)C1=NN(/C(C)=C/C(C)=O)C(c3cccc(F)c3)C1CC2 (centres undefined) ?
Yeast lifespan up: -4; BB579 growth dn: -50; Phagocyt inh: -5; MRP1 act: -3.9; HCT116 bCat-KO: 86; NPY-Y2 antag: 6; HCT116 PTEN-null: 83; Measles CPE: 4; GALR2 antag: 3

What do the screens show for `CCOC(=O)C(NC=O)(NC(C)(C)C)C(=O)OCC`?
Yeast lifespan up: -10; BB579 growth dn: -4; Phagocyt inh: 0; MRP1 act: -0.1; HCT116 bCat-KO: 104; NPY-Y2 antag: 1; HCT116 PTEN-null: 98; Measles CPE: 3; GALR2 antag: 2

How did Cc1nonc1NC(=O)CSc1ccc(-c2ccccc2)nn1 do in these assays?
Yeast lifespan up: -4; BB579 growth dn: -15; E-sel TNF inh: -14; Phagocyt inh: -2; MRP1 act: 1.9; HCT116 bCat-KO: 90; NPY-Y2 antag: 0; HCT116 PTEN-null: 100; Measles CPE: 4; GALR2 antag: 2

Results for COc1ccc(CCNC(=O)Cn2c(=O)oc3ccccc32)cc1OC ?
Yeast lifespan up: 0; BB579 growth dn: -18; E-sel TNF inh: 10; Phagocyt inh: 4; MRP1 act: -0.9; HCT116 bCat-KO: 89; NPY-Y2 antag: 2; HCT116 PTEN-null: 91; Measles CPE: 4; GALR2 antag: -4

How did CCCCSC1=N/C(=C/c2ccsc2)C(=O)N1c1ccccc1 do in these assays?
Yeast lifespan up: 0; BB579 growth dn: -15; E-sel TNF inh: -6; Phagocyt inh: -12; MRP1 act: -1.7; HCT116 bCat-KO: 59; NPY-Y2 antag: 11; HCT116 PTEN-null: 66; Measles CPE: 13; GALR2 antag: -12

How did Cn1c(Cn2c(=O)sc3ccccc32)nnc1SCC(=O)Nc1ccc(F)cc1 do in these assays?
Yeast lifespan up: -2; BB579 growth dn: -29; E-sel TNF inh: -2; MRP1 act: -2.7; HCT116 bCat-KO: 91; NPY-Y2 antag: 3; HCT116 PTEN-null: 92; Measles CPE: 13; GALR2 antag: -9

What do the screens show for `CCn1c(Cn2nnc(-c3ccccc3)n2)nnc1SCC(=O)Nc1cccc(C(C)=O)c1`?
Yeast lifespan up: -11; BB579 growth dn: -7; Phagocyt inh: 0; MRP1 act: -1.0; HCT116 bCat-KO: 94; NPY-Y2 antag: -4; HCT116 PTEN-null: 83; Measles CPE: 8; GALR2 antag: 9

How did COc1cccc(C2CC(c3c(Cl)cccc3Cl)n3nc(N)nc3N2)c1 (centres undefined) do in these assays?
Yeast lifespan up: -12; BB579 growth dn: -26; Phagocyt inh: 0; MRP1 act: -1.5; HCT116 bCat-KO: 89; NPY-Y2 antag: 2; HCT116 PTEN-null: 87; Measles CPE: 20; GALR2 antag: -1

How did Cc1ccc(-c2cn3nc(C)c(C)nc3n2)cc1 do in these assays?
Yeast lifespan up: -9; BB579 growth dn: 20; E-sel TNF inh: 15; Phagocyt inh: 2; MRP1 act: -0.3; HCT116 bCat-KO: 90; NPY-Y2 antag: 1; HCT116 PTEN-null: 96; Measles CPE: 10; GALR2 antag: 17

Results for O=C(C1COc2ccccc2O1)N1CCc2ccccc21 (centres undefined) ?
Yeast lifespan up: -6; BB579 growth dn: -11; Phagocyt inh: 2; MRP1 act: 0.0; HCT116 bCat-KO: 100; NPY-Y2 antag: 0; HCT116 PTEN-null: 95; Measles CPE: 11; GALR2 antag: 3

What do the screens show for `OCCN1CCN(CCCc2c3c(cc4c2CCC4)CCC3)CC1`?
Yeast lifespan up: 2; BB579 growth dn: -40; E-sel TNF inh: 6; Phagocyt inh: -3; MRP1 act: -3.6; HCT116 bCat-KO: 74; NPY-Y2 antag: 4; HCT116 PTEN-null: 79; Measles CPE: 19; GALR2 antag: -9

How did Cc1cccc(N2CCN(C(=O)c3ccc(NC(=O)C4CCCO4)cc3)CC2C)c1 (centres undefined) do in these assays?
Yeast lifespan up: -16; BB579 growth dn: -36; E-sel TNF inh: 1; Phagocyt inh: -3; MRP1 act: -1.5; HCT116 bCat-KO: 86; NPY-Y2 antag: 1; HCT116 PTEN-null: 88; Measles CPE: 9; GALR2 antag: 8

Results for CCC(=O)N1CCN=C1SCc1ccc(F)cc1 ?
Yeast lifespan up: -14; BB579 growth dn: 12; E-sel TNF inh: 0; Phagocyt inh: 0; MRP1 act: 5.3*; HCT116 bCat-KO: 106; NPY-Y2 antag: 1; HCT116 PTEN-null: 92; Measles CPE: 10; GALR2 antag: -16

What do the screens show for `CCOC(=O)N1CCN(S(=O)(=O)c2ccc(C(=O)Nc3nc4ccc(F)cc4s3)cc2)CC1`?
Yeast lifespan up: -15; BB579 growth dn: -19; E-sel TNF inh: -44; Phagocyt inh: -3; MRP1 act: -5.3; HCT116 bCat-KO: 38; NPY-Y2 antag: 0; HCT116 PTEN-null: 69; Measles CPE: 2; GALR2 antag: -4

Results for CC(=O)Nc1ccc(NC(=O)CN(c2cccc(C)c2)S(C)(=O)=O)cc1 ?
Yeast lifespan up: 1; BB579 growth dn: -70; E-sel TNF inh: 5; Phagocyt inh: 0; MRP1 act: -1.6; HCT116 bCat-KO: 110; NPY-Y2 antag: 0; HCT116 PTEN-null: 112; Measles CPE: 6; GALR2 antag: -7

Results for N#Cc1ccccc1Cn1c(=O)n(Cc2ccc(C(=O)NCc3ccco3)cc2)c(=O)c2sccc21 ?
Yeast lifespan up: -8; BB579 growth dn: -12; E-sel TNF inh: -18; Phagocyt inh: 0; MRP1 act: -2.1; HCT116 bCat-KO: 87; NPY-Y2 antag: 0; HCT116 PTEN-null: 86; Measles CPE: 8; GALR2 antag: 14

What do the screens show for `COc1ccc(NC(=O)c2ccccc2Cl)cc1NC(=O)CN1CCOCC1`?
Yeast lifespan up: -6; BB579 growth dn: 3; E-sel TNF inh: -6; Phagocyt inh: 0; MRP1 act: 0.3; HCT116 bCat-KO: 94; NPY-Y2 antag: 0; HCT116 PTEN-null: 100; Measles CPE: 11; GALR2 antag: -1

Results for CC(NC(=S)Nc1ccccc1Cl)C(c1cccs1)N1CCCC1 (centres undefined) ?
Yeast lifespan up: 5; BB579 growth dn: -20; E-sel TNF inh: 24; Phagocyt inh: -6; MRP1 act: -3.5; HCT116 bCat-KO: 81; NPY-Y2 antag: 2; HCT116 PTEN-null: 79; Measles CPE: 9; GALR2 antag: 2

Results for COc1ccc(C(=O)Nc2ccc3c(c2)nc(CCNC(C)=O)n3C)cc1 ?
Yeast lifespan up: -4; BB579 growth dn: -6; E-sel TNF inh: 20; Phagocyt inh: -1; MRP1 act: -1.7; HCT116 bCat-KO: 97; NPY-Y2 antag: 1; HCT116 PTEN-null: 102; Measles CPE: 5; GALR2 antag: -7

What do the screens show for `CC(C)NC(=O)c1ccccc1NC(=O)/C=C/c1ccc([N+](=O)[O-])cc1`?
Yeast lifespan up: 1; BB579 growth dn: -47; E-sel TNF inh: -53; MRP1 act: -2.4; HCT116 bCat-KO: 74; NPY-Y2 antag: 0; HCT116 PTEN-null: 79; Measles CPE: 8; GALR2 antag: 4

What do the screens show for `CCOC(=O)N1CCN(C(=O)CCCOc2ccccc2)CC1`?
Yeast lifespan up: -18; BB579 growth dn: -44; Phagocyt inh: 2; MRP1 act: -1.4; HCT116 bCat-KO: 98; NPY-Y2 antag: 2; HCT116 PTEN-null: 86; Measles CPE: 4; GALR2 antag: -7

Results for OCc1nc2ccccc2n1CC(O)Cn1ccc2ccccc21 (centres undefined) ?
Yeast lifespan up: -6; BB579 growth dn: -87; E-sel TNF inh: -22; MRP1 act: -1.0; HCT116 bCat-KO: 64; NPY-Y2 antag: 3; HCT116 PTEN-null: 76; Measles CPE: 25; GALR2 antag: 5

What do the screens show for `c1ccc2c(c1)CNC1(CCCCC1)C2`?
Yeast lifespan up: -12; BB579 growth dn: 4; E-sel TNF inh: -4; MRP1 act: -0.8; HCT116 bCat-KO: 71; NPY-Y2 antag: 5; HCT116 PTEN-null: 77; Measles CPE: 13; GALR2 antag: -3

What do the screens show for `CC1=CC2=NC(=O)/C(=C\c3cccn3CCOc3ccccc3)C(=N)N2O1`?
Yeast lifespan up: -1; BB579 growth dn: -10; Phagocyt inh: -8; MRP1 act: 0.3; HCT116 bCat-KO: 89; NPY-Y2 antag: 2; HCT116 PTEN-null: 81; Measles CPE: 12; GALR2 antag: -5

Results for CCOC(=O)c1c(O)c2ccccc2n(-c2ccccc2)c1=O ?
Yeast lifespan up: 17; BB579 growth dn: -9; E-sel TNF inh: -17; Phagocyt inh: -1; MRP1 act: -0.2; HCT116 bCat-KO: 88; NPY-Y2 antag: 7; HCT116 PTEN-null: 90; Measles CPE: 15; GALR2 antag: 9

Results for O=C(CC1Sc2ncnn2C1=O)Nc1ccccc1 (centres undefined) ?
Yeast lifespan up: 3; BB579 growth dn: -15; E-sel TNF inh: 4; Phagocyt inh: 0; MRP1 act: -2.4; HCT116 bCat-KO: 94; NPY-Y2 antag: 5; HCT116 PTEN-null: 94; Measles CPE: 7; GALR2 antag: -10

Compound activity (PubChem)
